# High-throughput results from PubChem BioAssay.
# proKLK7 act – activators of human kallikrein-7 zymogen; 370,000 compounds, 0.9% hits; purified proKLK7, EDANS-DABCYL substrate fluorescence; 100% is mature enzyme control, 0% vehicle; activation, % at 7 µM; AID 652039; P49862;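 active means activation above the mean of all tested compounds plus 3 SD, computed per campaign excluding outliers beyond control limits, cut at about 13% in these data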
# Target sequence (P49862 whole entry, looked up): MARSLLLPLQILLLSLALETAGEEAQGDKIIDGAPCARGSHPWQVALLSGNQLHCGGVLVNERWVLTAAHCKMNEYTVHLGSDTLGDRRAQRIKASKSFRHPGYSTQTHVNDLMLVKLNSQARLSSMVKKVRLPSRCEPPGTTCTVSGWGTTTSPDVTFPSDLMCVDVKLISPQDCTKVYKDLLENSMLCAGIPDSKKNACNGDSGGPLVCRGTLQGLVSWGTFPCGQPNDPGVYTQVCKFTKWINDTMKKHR
# UHRF1 binding – UHRF1 methyl-DNA binding inhibition; 370,000 compounds, 0.75% hits; UHRF1 binding to methylated oligo, TR-FRET; Q96T88; AID 687016; inhibition, % at 4.4 µM; in the data active means inhibition above about 21%;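 further: UHRF1 SRA domain binding a hemimethylated CpG hairpin DNA probe; 0% = median of test compound wells and 100% = reference inhibitor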
# Target sequence (Q96T88 whole entry, looked up, the tested form may be a part): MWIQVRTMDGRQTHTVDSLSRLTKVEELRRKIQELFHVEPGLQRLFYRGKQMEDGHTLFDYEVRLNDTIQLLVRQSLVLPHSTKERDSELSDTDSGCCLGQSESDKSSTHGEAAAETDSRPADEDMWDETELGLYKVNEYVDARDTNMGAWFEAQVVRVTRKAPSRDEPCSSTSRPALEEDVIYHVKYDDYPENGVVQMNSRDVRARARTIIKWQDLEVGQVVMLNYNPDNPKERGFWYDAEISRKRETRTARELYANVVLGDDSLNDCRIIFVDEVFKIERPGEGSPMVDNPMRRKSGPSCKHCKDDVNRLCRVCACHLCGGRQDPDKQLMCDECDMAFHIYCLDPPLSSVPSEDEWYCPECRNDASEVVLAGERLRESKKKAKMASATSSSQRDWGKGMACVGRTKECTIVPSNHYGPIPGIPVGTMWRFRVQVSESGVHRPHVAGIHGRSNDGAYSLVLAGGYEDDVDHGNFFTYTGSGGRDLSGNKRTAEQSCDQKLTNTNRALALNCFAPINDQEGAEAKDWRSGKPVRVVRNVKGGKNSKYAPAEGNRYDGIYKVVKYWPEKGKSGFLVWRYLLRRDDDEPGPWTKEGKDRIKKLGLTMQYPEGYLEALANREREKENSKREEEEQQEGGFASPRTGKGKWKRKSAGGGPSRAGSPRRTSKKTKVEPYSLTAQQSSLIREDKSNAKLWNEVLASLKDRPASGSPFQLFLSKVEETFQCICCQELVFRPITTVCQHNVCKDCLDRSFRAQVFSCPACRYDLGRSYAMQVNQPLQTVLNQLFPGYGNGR
# TCR CD3 inh – blocks the human TCR-CD3 interaction | inhibition, % at 9.4 µM | AID 651800 | TAMRA-labeled TCR probe fluorescence, biochemical | 360,000 compounds, 0.37% hits; in the data active means inhibition above about 19%;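 further: recombinant mutant TCR 2C K166C tagged with TAMRA read by polarization; 0% = receptor in buffer alone and 100% = receptor with positive control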
# DDE Tn7 FP inh – inhibitors of Tn7 peptide binding to human fibrin DD(E); 370,000 compounds, 0.13% hits; FP displacement of FITC-Tn7 peptide from fibrin DD(E); 0% = median of compound wells per plate; inhibition, % at 8.3 µM; AID 720508;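 active means inhibition above the mean of compounds falling within the control limits plus 3 SD of them, cut at about 14% in these data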;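 further: 0% = plate median of compound wells and 100% = 10 µM Aha-Tn7 peptide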
#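 Measure: % inhibition scaled between sample-field median and high-control FP; Test system: human fibrin DD(E); Quantity: 2 µM final DD(E) protein; Doses: one dose, 8.3 µM nominal; Schedule: compound with protein 10 min, then 3 h after probe, room temperature; Detection: fluorescence polarization; Medium: Tris buffer with calcium and detergent, pH 7.8.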
# Tn6 DDE FP – DD(E)-Tn6 binding inhibition, primary FP screen | P02675 | Fibrin DD(E) TRITC-Tn6 fluorescence polarization displacement | inhibition, % at 8.3 µM | 370,000 compounds, 0.21% hits | AID 720509;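 active means inhibition above a per-campaign cutoff: mean of compounds within control limits plus 3 SD, cut at about 15% in these data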;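 further: 0% = median of all compound wells on the plate and 100% = blocking peptide control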
# PRMT1 FP inh – PRMT1 (human) inhibition, primary screen; Q99873; recombinant PRMT1, activity-based probe fluorescence polarization; inhibition, % at 2.79 µM; 370,000 compounds, 1.3% hits;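 active means inhibition above about 21% made by adding two undisclosed values, limit read from the data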
# TDP2 inh – blocks human TDP2 phosphodiesterase activity. O95551. recombinant TDP2, T5PNP hydrolysis, p-nitrophenol absorbance 415 nm. inhibition, % at 12.8 µM. 370,000 compounds, 0.34% hits. AID 720702;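 active means inhibition above the mean of all tested compounds plus 3 SD, set per campaign, cut at about 25% in these data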;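 further: 0% = DMSO with enzyme and 100% = buffer with substrate but no TDP2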
#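 Incubation: 2 h at 37 °C; Test system: recombinant human TDP2; Quantity: enzyme 120 nM; Read-out basis: percent inhibition; Medium: 50 mM Tris-HCl pH 7.5 with Mg2+, KCl, DTT, BSA; Repeats: single replicate; Compound: 12.8 µM single point, 1% DMSO; Signal: epi absorbance; Reagent: 5 mM T5PNP chromogenic substrate; Benchmarks: no-enzyme high, DMSO-plus-enzyme low.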
# MBD2 inh – inhibitors of human MBD2 binding to methylated oligonucleotide. TR-FRET. Q9UBB5. 370,000 compounds, 0.31% hits. inhibition, % at 4.4 µM; in the data active means inhibition above about 13%
# SIAE primary – blocks human sialic acid acetylesterase; SIAE FP-Rh probe binding, fluorescence polarization; Q9HAT2; 370,000 compounds, 0.69% hits; AID 1053197; inhibition, % at 9.66 µM;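 active means inhibition above a cutoff: mean of compounds within the control limits plus 3 SD of those, cut at about 17% in these data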;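 further: 0% = plate median of compound wells and 100% = probe without SIAE protein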
# LEDGF integ inh – blocks HIV-1 LEDGF/p75-dependent DNA integration | AID 743269 | 370,000 compounds, 0.64% hits | TR-FRET IN-LEDGF/p75 DNA integration, Eu/Cy5 | inhibition, % at 3.7 µM;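 active means inhibition above the screen-wide mean plus 3 SD, cut at about 13% in these data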;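 further: signal is the Cy5 over europium emission ratio at 671 and 618 nm; 0% = plate median of compound wells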
# Active calls of the source: *; . = no result given.
SMILES,proKLK7 act,UHRF1 binding,TCR CD3 inh,DDE Tn7 FP inh,Tn6 DDE FP,PRMT1 FP inh,TDP2 inh,MBD2 inh,SIAE primary,LEDGF integ inh
COc1ccccc1N1CCN(C(=O)c2c(C)cc(=O)oc2C)CC1,-0.5,-2,7,-3,-6,-4,16,2,-3,0
O=C(c1cnn(-c2ccc(Cl)cc2)c1)c1ccccc1O,-0.8,3,-1,4,-7,2,-6,5,-7,-1
O=C(COc1ccc2c3c(c(=O)oc2c1)CCC3)c1ccc2c(c1)OCO2,-2.0,0,0,7,1,5,3,-2,-6,-2
O=C(N/N=C/c1cccc2nccnc12)c1ccccc1O,0.3,-3,-11,6,-6,-3,0,-6,-4,4
COC(=O)C1=C(C)N(Cc2ccc(Cl)cc2)C(=S)NC1c1cccc(F)c1 (stereo not given),0.0,-3,-2,0,1,-1,6,-6,-3,2
CC(NC(=O)CCC(=O)N1CCCCCC1)c1ccccc1 (stereo not given),0.2,2,-6,-10,-2,-4,-9,3,-5,4
CCOC(=O)C(CC)Sc1cc(C)nc2ccc(OC)cc12 (stereo not given),0.6,0,-5,0,1,1,-3,-7,0,-3
COc1ccc(Br)cc1[C@H]1[C@@H]2C=CCC[C@@]2(C)C(=O)N1Cc1ccccc1,-0.8,1,-3,-4,8,-2,3,1,-3,-1
Cc1ccc(S(=O)(=O)N(C)c2ccc(C(=O)N3CCN(Cc4ccc5c(c4)OCO5)CC3)cc2)cc1,1.2,-3,5,-4,-4,0,-7,2,4,-1
COc1ccc(S(=O)(=O)N2CCCCCC2)cc1C(=O)N1CCN(C(C)=O)CC1,1.3,2,-5,-7,1,1,4,5,-1,-2
CCc1cc2c(Sc3nc4ccccc4s3)ncnc2s1,0.0,0,-3,4,-9,0,-3,4,-5,2
O=C(c1ccco1)N1CCN(c2ccc([N+](=O)[O-])cc2F)CC1,-0.6,-7,-1,3,-3,1,18,-4,2,4
COc1cccc(C(=O)CSc2nc3cccnc3n2C)c1,-0.6,-2,-1,0,2,4,3,-2,0,-5
CCOC(=O)c1ccc(NC(=S)Nc2cc(C)cc(C)n2)cc1,-0.4,-2,3,2,1,-5,-6,-5,-1,4
Nc1nc(-c2ccc(Cl)cc2)c(N=Nc2ccc(S(=O)(=O)N3CCOCC3)cc2)s1,0.0,-4,-1,2,9,-2,4,3,6,2
CC(C)(C)c1ccc(C(=O)N2CCC2(C)C(=O)NCc2cccc3ccccc23)cc1 (stereo not given),-0.1,2,-1,1,-3,3,0,4,1,-1
Cn1nc(N)c2ncc(-c3ccc(Cl)cc3)nc21,0.5,0,-8,4,2,-3,-6,0,-1,1
COc1ccc(C2=CC(=O)CC(c3ccc(F)cc3)C2)cn1 (stereo not given),-0.5,-3,-12,-1,-4,0,-2,4,4,0
COc1ccc(/C=C/C(=O)Nc2cc(S(=O)(=O)N3CCOCC3)ccc2C)cc1OC,-3.7,1,-2,1,-13,-4,-11,-5,0,1
Cc1ccc(NC2(C(F)(F)F)N=C(c3ccccc3)NC2=O)nc1 (stereo not given),-0.5,0,-7,7,-3,0,5,-3,-1,0
Cc1oc(C(C)(C)C)cc1C(=O)N1CCN(C(c2ccccc2)c2ccccc2)CC1,0.1,2,4,6,-5,-1,-2,-1,1,-1
O=C(c1nc2ncccn2n1)N1CCN(c2ccc(F)cc2)CC1,0.2,6,-6,3,-8,1,-12,8,-1,5
Cc1oc(-c2ccc(Cl)cc2)nc1CN1CCC(C(=O)NCCCN2CCOCC2)CC1,-0.2,1,0,4,13,4,8,1,-3,2
O=S1(=O)c2ccc(N3CCSCC3)cc2Oc2ccccc2CN1Cc1cn(Cc2ccc(C(F)(F)F)cc2)nn1,-0.7,4,.,-10,-1,0,-5,3,2,4
C=C1[C@@H](CCO)N(S(=O)C(C)(C)C)C[C@@H]1C (stereo not given in full),0.3,-3,-1,-6,4,-6,7,-5,-5,6
Cc1ccccc1-c1csc(C(O)c2ccccc2)n1 (stereo not given),-0.8,2,-8,-1,-6,7,-8,6,-3,-5
CCN(C(=O)CN1C(=O)/C(=C/c2ccccc2)SC1=S)C1CCS(=O)(=O)C1 (stereo not given),0.0,1,7,3,-3,0,15,4,5,0
CCCCC(=Nc1ccc(N)cc1)C1=C(O)C(C(=O)OC)C(C)(C)CC1=O (stereo not given),3.9,13,50*,4,121*,17,60*,-6,44*,46*
CCN(CC)c1ccc(/C=C(\C#N)C(=O)c2ccc(Br)cc2)cc1,0.4,-1,-19,-12,-5,-13,3,-3,-48,1
CCOC(=O)NC1=NCC(C)(C)S1,0.4,1,1,6,-1,3,4,4,0,-3
CCOC(=O)C1CCCN(c2nc3c(C)cccn3c(=O)c2/C=C(\C#N)C(=O)NCc2ccco2)C1 (stereo not given),3.7,0,-8,5,-7,17,-14,4,-4,9
CC(C)CCNC(=O)C(c1ccco1)N(Cc1ccc(F)cc1)C(=O)c1snc(C(N)=O)c1N (stereo not given),-0.1,-1,-3,-9,5,1,-16,-1,-2,2
CCOC(=O)C1=C(C)NC(C)=C(C(=O)OCC)C1C(=O)OCC(=O)N1CCCCC1C (stereo not given),4.0,1,-5,0,-2,10,-11,7,-6,-7
COc1ccc(C2=CC(=O)C[C@H](c3ccc(OC)c(OC)c3)C2)cc1,0.7,-2,-2,4,1,-1,2,4,2,-3
Cc1ccc(C(=O)Cn2c(C)cc(C)c(C#N)c2=O)cc1,-0.1,1,-5,-2,-9,-1,0,-2,2,2
COC(=O)[C@]12C[C@H](CC(=O)N3CCN(C(=O)C4CC4)CC3)C(=O)N(Cc3ccccc3)C1=C[C@H](C(C)C)O[C@@H]2C1CC1,0.0,2,9,-2,6,2,0,-3,4,0
O=[N+]([O-])c1cccc(C(O)C23CN4CN(CN(C4)C2)C3)c1 (stereo not given),0.6,-4,0,7,-1,3,10,4,5,-2
NC1=NC(=O)/C(=C/c2ccccc2OCC(=O)Nc2ccc(F)cc2)S1,0.3,-2,5,-1,-1,1,9,-7,-3,3
COc1ccc(S(=O)(=O)N2CCN(C)CC2)cc1C(=O)Nc1ccccc1,0.4,1,4,5,7,0,0,-1,1,-2
O=C(NC1CCN(C(=S)NCCc2ccccc2)CC1)C1CC1,-0.1,2,0,-6,-5,0,2,5,0,-6

# An excerpt of these results, with values under each structure:
# Values run as follows: proKLK7 act | UHRF1 binding | TCR CD3 inh | DDE Tn7 FP inh | Tn6 DDE FP | PRMT1 FP inh | TDP2 inh | MBD2 inh | SIAE primary | LEDGF integ inh
CCN(CC)c1ccc(/C=C(\C#N)C(=O)c2ccc(Br)cc2)cc1
  0.4 | -1 | -19 | -12 | -5 | -13 | 3 | -3 | -48 | 1
CCOC(=O)NC1=NCC(C)(C)S1
  0.4 | 1 | 1 | 6 | -1 | 3 | 4 | 4 | 0 | -3
CCOC(=O)C1CCCN(c2nc3c(C)cccn3c(=O)c2/C=C(\C#N)C(=O)NCc2ccco2)C1 (stereo not given)
  3.7 | 0 | -8 | 5 | -7 | 17 | -14 | 4 | -4 | 9
CC(C)CCNC(=O)C(c1ccco1)N(Cc1ccc(F)cc1)C(=O)c1snc(C(N)=O)c1N (stereo not given)
  -0.1 | -1 | -3 | -9 | 5 | 1 | -16 | -1 | -2 | 2
CCOC(=O)C1=C(C)NC(C)=C(C(=O)OCC)C1C(=O)OCC(=O)N1CCCCC1C (stereo not given)
  4.0 | 1 | -5 | 0 | -2 | 10 | -11 | 7 | -6 | -7
COc1ccc(C2=CC(=O)C[C@H](c3ccc(OC)c(OC)c3)C2)cc1
  0.7 | -2 | -2 | 4 | 1 | -1 | 2 | 4 | 2 | -3
Cc1ccc(C(=O)Cn2c(C)cc(C)c(C#N)c2=O)cc1
  -0.1 | 1 | -5 | -2 | -9 | -1 | 0 | -2 | 2 | 2
COC(=O)[C@]12C[C@H](CC(=O)N3CCN(C(=O)C4CC4)CC3)C(=O)N(Cc3ccccc3)C1=C[C@H](C(C)C)O[C@@H]2C1CC1
  0.0 | 2 | 9 | -2 | 6 | 2 | 0 | -3 | 4 | 0
O=[N+]([O-])c1cccc(C(O)C23CN4CN(CN(C4)C2)C3)c1 (stereo not given)
  0.6 | -4 | 0 | 7 | -1 | 3 | 10 | 4 | 5 | -2
NC1=NC(=O)/C(=C/c2ccccc2OCC(=O)Nc2ccc(F)cc2)S1
  0.3 | -2 | 5 | -1 | -1 | 1 | 9 | -7 | -3 | 3
COc1ccc(S(=O)(=O)N2CCN(C)CC2)cc1C(=O)Nc1ccccc1
  0.4 | 1 | 4 | 5 | 7 | 0 | 0 | -1 | 1 | -2
O=C(NC1CCN(C(=S)NCCc2ccccc2)CC1)C1CC1
  -0.1 | 2 | 0 | -6 | -5 | 0 | 2 | 5 | 0 | -6

# Other results follow:
SMILES,proKLK7 act,UHRF1 binding,TCR CD3 inh,DDE Tn7 FP inh,Tn6 DDE FP,PRMT1 FP inh,TDP2 inh,MBD2 inh,SIAE primary,LEDGF integ inh
COc1ccccc1N1CCN(C(=O)c2ccc(-c3ccccc3)cc2)CC1,-0.5,-4,5,-3,-2,-3,8,-6,3,4
Cc1cc(-c2ccccc2)[nH]c(=O)c1C#N,-14,2,3,1,3,-3,8,-3,-2,-2
O=C1Nc2ccccc2NC(c2ccc3c(c2)OCO3)=C1N(Cc1ccc(F)cc1)C(=O)c1ccco1,-0.4,-3,5,1,10,2,-3,-5,2,-1
Cc1ccc2cc(NC(=O)C3(C)CCN(C)C3)ccc2n1 (stereo not given),1.0,-1,-3,4,7,-2,11,-1,7,-4
O=C(Cc1cccc(Cl)c1)Nc1ccc(Br)cc1,0.1,-2,-1,-3,5,-7,5,-1,-4,4
O=C(NC(=S)Nc1cccc(C(F)(F)F)c1)c1ccc2nonc2c1,0.2,-1,-1,0,-3,-1,4,3,-13,-1
CCCc1nc2c(=O)[nH]c3ccccc3c2o1,0.6,3,-2,-1,4,0,0,4,-1,-4
CC12CCC3C(=CCc4cc(O)ccc43)C1CC(=NO)C2O (stereo not given),-1.6,1,-1,-4,-3,0,3,4,-8,0
CCCc1nnc(NC(=O)CCN2C(=O)c3ccccc3C2=O)s1,-0.2,7,-3,0,2,-3,-22,-3,-1,4
CC(=O)N1CCOc2ccc(S(=O)(=O)Nc3cccc(C)n3)cc21,0.1,5,8,6,6,-5,-5,-4,-2,2
Cn1c(CC(=O)Nc2ccccc2F)nnc1SCC(=O)Nc1ccccc1Br,0.0,2,-3,-3,-1,2,-11,1,6,0
Cc1ccc(-c2cn(CCN)c(-c3ccc(Cl)nc3)n2)cc1,-0.7,-1,3,3,12,1,12,4,3,-1
COc1ccc(-c2nnc3n2N=C(C)CS3)cc1,0.7,-1,5,-7,-3,0,5,-2,-1,2
